Screens as filed in PubChem.
M1AAP inhibition: malaria alanyl aminopeptidase activity blockers – biochemical, fluorogenic H-Leu-NHMec substrate, 1536-well (AID 1445); recombinant M1AAP, H-Leu-NHMec fluorogenic kinetic assay; higher % means a stronger effect; hit rate 0.42% among 220,000; inhibition, % at 30 µM, or IC50 in µM where a hit was titrated;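 active means primary inhibition above the hit cutoff, then over 50% inhibition at one or more dose response concentrations, cut at about 23% in these data, passing the limit was not always enough; inconclusive means conflicting primary data, or primary hits not chosen for dose response; inactive means low primary inhibition, or under 50% at every dose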;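 further: plate controls were DMSO full reaction for no effect and no enzyme background for full effect; strong numbers were not always called active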
UTI89 phage lysis: inhibition of K1F phage lysis, E. coli UTI89, bacterial capsule biogenesis inhibitors, alamar blue (AID 488966); inhibition, % at 100 µM, or IC50 in µM where a hit was titrated; E. coli UTI89 K1F phage lysis, alamar blue, 2 h; higher % means a stronger effect; hit rate 0.02% among 340,000;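 active means phage lysis inhibition, versus mean bacterial control, above a set limit; inconclusive means no clear call, values can overlap the other calls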;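 further: capsule biogenesis inhibitors block K1F phage lysis so surviving cells raise fluorescence; higher fluorescence means more inhibition of phage lysis; actives were called in the ten point dose series up to 300 µM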
PMI inhibitors: MPI enzyme activity inhibition – biochemical, fluorescence intensity, coupled assay, primary screen (AID 1209). hit rate 0.42% among 190,000. purified PMI enzyme, coupled fluorescence intensity; higher % means a stronger effect. one-dose inhibition, % at 20 µM; IC50 in µM for titrated hits;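 further: plate controls were DMSO vehicle for no effect and wells lacking substrate for full effect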
TNAP activation fold: stimulation of alkaline phosphatase TNAP activity – biochemical, luminescent, no phosphate acceptor, uHTS, primary screen (AID 1001); purified TNAP, luminescent activation assay, no phosphate acceptor; higher activation fold means a stronger effect; activation fold at 20 µM; hits with a dose series show EC50 in µM; hit rate 0.03% among 200,000; in the data active means activation fold from about 3, or a potency from the dose series; inactive means the rest, 99 in 100 with activation fold below about 1.6; further: many of its hits are not listed in these tables
Lipid droplet: hepatic lipid droplet formation modulation; hit rate 0.4% among 240,000; inhibition, % at 6.5 µM; AML12 mouse hepatocytes, oleate lipid droplets, BODIPY imaging; AID 1656;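 active means lipid droplet intensity inhibited by at least 50%, with more than 500 cells counted; inconclusive means wells with under 300 cells, treated as cytotoxic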
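Assay system: AML12 hepatocytes (mouse); Probe or stimulus: oleic acid at 100 µM to induce lipid droplet formation; Dosing: compound at 6.5 µM only; Schedule: compound with oleate, overnight; Detection: fluorescence imaging, 20x objective, two fields per well; Measure: % inhibition of lipid droplet signal.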
XIAP displacement: small molecules displacing peptide from XIAP – biochemical, IAP family, fluorescence polarization (AID 1018) | XIAP BIR domain, fluorescence polarization peptide displacement; higher % means a stronger effect | one-dose displacement, % at 20 µM; IC50 in µM for titrated hits | hit rate 0.007% among 200,000; in the data active means displacement above about 50%; further: a part of the inactive calls stands beside numbers as strong as those of hits
PMI inhibition: human PMI inhibitors, high substrate, primary screen, biochemical, fluorescence intensity, high mannose 6-phosphate (AID 1220) | recombinant PMI enzyme, coupled fluorescence intensity; higher % means a stronger effect | inhibition, % at 20 µM, or IC50 in µM where a hit was titrated | hit rate 0.66% among 190,000
Siah-1 displacement: blockers of Siah-1 interaction with plectin peptide – biochemical, fluorescence polarization, rhodamine-plectin, uHTS, primary screen (AID 1817); hit rate 0.02% among 290,000; displacement, % at 20 µM, or IC50 in µM where a hit was titrated; Siah-1 / rhodamine-plectin peptide fluorescence polarization; higher % means a stronger effect;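 active means displacement of at least 50% at 20 µM, with a fluorescence ratio check between 0.3 and a set limit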;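 further: plate controls were Siah plus tracer with DMSO for no effect and tracer alone without Siah for full effect; strong numbers were not always called active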
P. falciparum M17LAP: P. falciparum M17LAP inhibitors, primary screen, biochemical, fluorogenic H-Leu-NHMec substrate, 1536-well (AID 1619); recombinant M17LAP, H-Leu-NHMec fluorogenic kinetic assay; higher % means a stronger effect; inhibition, % at 30 µM, or IC50 in µM where a hit was titrated; hit rate 0.38% among 220,000;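 active means compound inhibiting the enzyme by more than half at any dose during confirmatory dose-response retesting; inconclusive means strong single-dose inhibitors picked by rank but not retested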;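 further: plate controls were full reaction with DMSO carrier for no effect and no enzyme background for full effect; strong numbers were not always called active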
Lipid droplet cells 6.5 µM: recorded beside Lipid droplet, whose call it bears; cell count; measured here: cell count, cytotoxicity flag;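 cells counted across two imaged fields per well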
Numbers without * were called inactive; ? = inconclusive; . = no result given; [ ] = another dose, or the depositor's remark. Unless noted, no stated cut-off is given here; in the data, active means inhibition above about 50%; inactive means the rest.

Structure	M1AAP inhibition	UTI89 phage lysis	PMI inhibitors	TNAP activation fold	Lipid droplet	Lipid droplet cells 6.5 µM	XIAP displacement	PMI inhibition	Siah-1 displacement	P. falciparum M17LAP
CCOCCCNC(=O)C1CCN(S(=O)(=O)N2CCCCC2)CC1	2%	3.2%	-5%	1.1	.	.	-3.5%	-1%	-10%	3%
O=c1c2c(nc3nc(NCc4ccc(Cl)cc4)[nH]n13)CCC2	17%	-0.8%	-12%	1.1	3	645	-3.8%	-3%	2%	38%
Cc1ccc(S(=O)(=O)N2CCN(C(=O)c3ccccc3)C2C(C)C)cc1 (stereo not given)	-4%	2.3%	-21%	1	.	.	-2.8%	-17%	-6%	-7%
O=C1CSC(c2cn(-c3ccccc3)nc2-c2ccccc2)N1Cc1ccco1 (stereo not given)	13%	0.6%	1%	1.2	61*	671*	-8.7%	2%	-4%	9%
COc1ccc(N2CCN(C(=O)c3ccc4c(Cl)c5c(nc4c3)CCCC5)CC2)cc1	8%	7.2%	6%	1	-4	720	1.1%	2%	0%	15%
O=C(NC(=S)Nc1cccc(Cl)c1N1CCCCC1)c1ccc2c(c1)OCCO2	2%	0.1%	13%	1	-35	623	-4.6%	6%	7%	-10%
O=C(CSc1ccccc1C(=O)NCCCN1CCCC1=O)NCc1ccco1	2%	0.4%	-2%	1.1	4	679	-5.5%	-10%	4%	-7%
Cc1ccc(C(=O)CSc2nnc(-c3ccco3)o2)o1	1%	-0.2%	6%	1.1	-7	725	-0.8%	2%	-1%	8%
CNCc1cc(Cl)cc(OC)c1OC(C)C	-1%	-0.2%	-5%	1	-23	654	-6.5%	0%	-1%	-3%
O=C(Cn1cnc2c(nnn2-c2cccc(Cl)c2)c1=O)NCc1ccccc1	7%	-1.8%	7%	1.1	10	712	-3.2%	-2%	10%	2%
Cc1cccc(NC(=O)c2c([N+](=O)[O-])c(C(C)(C)C)nn2C)c1	15%	1.8%[50 µM]	-3%	1.1	-4	582	-1.0%	-6%	-7%	3%
O=C(CCNC(=O)Cn1cnc2ccccc2c1=O)NCC1COc2ccccc2O1 (stereo not given)	4%	0.7%	10%	1	.	.	-3.6%	6%	-3%	33%
COc1ccc(C(=O)O)cc1S(=O)(=O)Nc1cccc(C)c1	-2%	0.4%	1%	1.1	0	599	-2.1%	0%	-3%	-10%
COc1cc(C)c(/C=C(\C#N)C(=O)Nc2cccc(C)c2)cc1C(C)C	3%	1.6%[50 µM]	16%	1.1	-7	618	-13%	7%	0%	-5%
CC1Cn2c(nnc2-c2cc3ccccc3cc2O)S1 (stereo not given)	5%	2.9%	28%	1.3	-5	841	-7.3%	26%	-3%	-1%
COc1ccc(/C([O-])=C(/C(=S)Nc2ccc(C)c(C)c2)n2c[n+](C)c3ccccc32)cc1OC	8%	2.6%	0%	1	4	736	-4.7%	2%	1%	9%
Cc1ccc(NC(=O)NCCCN2CCOCC2)cc1	1%	0.5%	4%	1.1	-9	713	-1.8%	6%	5%	0%
CSC1=NC2(CCCCC2)C2=C(CCCC2)N1	1%	3.7%	-21%	1.1	.	.	-2.8%	-23%	2%	-5%
Cc1cc(Nc2cccc(Cl)c2)nc(NCc2ccccc2)n1	5%	-0.3%	20%	1.2	-8	563	-4.1%	7%	3%	5%
CCc1nc2ccccc2n1CC(=O)N1CCN(S(=O)(=O)c2cccc(C(F)(F)F)c2)CC1	8%	1.5%	13%	1	.	.	-1.5%	1%	-3%	-3%
CC(=O)Nc1ccc(SCC(=O)N(CCC#N)c2ccc(C)cc2)cc1	1%	0.1%	-13%	1	.	.	-3.1%	-9%	-2%	2%
O=C1N=C(N2CCOCC2)S/C1=C1\C(=O)N(Cc2ccccc2)c2ccc(Br)cc21	.	.	2%	1.1	.	.	-0.6%	3%	12%	.
O=C(COC(=O)c1ccccc1NS(=O)(=O)c1cccs1)NC1CCCCC1	4%	3.4%	16%	1	-6	675	-12%	4%	-4%	6%
CCC1CCCCN1S(=O)(=O)c1ccc(C(=O)Nc2nnc(-c3ccccc3Cl)o2)cc1 (stereo not given)	4%	2.3%	-22%	1.1	3	695	-13%	-20%	10%	-8%
O=C(O)c1ccc(COc2ccccc2/C=C2\NC(=O)N(Cc3ccc(F)cc3)C2=O)cc1	8%	-1.0%	-8%	1	-3	683	-4.7%	-8%	-1%	1%
CC(=O)OCC(=O)[C@@]1(O)CC[C@H]2[C@@H]3CCC4=CC(=O)CC[C@]4(C)[C@H]3[C@@H](O)C[C@@]21C	3%	?	-9%	1.1	50*	746*	-8.9%	-13%	2%	-2%
CCOCc1[nH]c(=S)[nH]c(=O)c1Cc1ccc(OC(C)C)cc1	3%	0.3%	12%	1.1	1	748	-4.5%	12%	-1%	2%
CCC(=O)N1N=C(c2ccc(C)o2)CC1c1ccc(OC)cc1 (stereo not given)	2%	-0.7%	13%	1.1	3	692	-3.4%	10%	-3%	-3%
CNCCOc1nc(N2CCOCC2)nc(C)c1[N+](=O)[O-]	0%	1.8%	-2%	0.8	-7	545	-11%	-6%	-4%	5%
O=C1OCCC1Sc1ncnc2sc3c(c12)CCC3 (stereo not given)	12%	2.8%	-8%	1.1	-25	656	-2.9%	-10%	1%	0%

Compound profiles, as listed above.
Listed for Cc1cccc(NC(=O)c2c([N+](=O)[O-])c(C(C)(C)C)nn2C)c1 : M1AAP inhibition = 15%; UTI89 phage lysis = 1.8%[50 µM]; PMI inhibitors = -3%; TNAP activation fold = 1.1; Lipid droplet = -4; Lipid droplet cells 6.5 µM = 582; XIAP displacement = -1.0%; PMI inhibition = -6%; Siah-1 displacement = -7%; P. falciparum M17LAP = 3%
Listed for O=C(O)c1ccc(COc2ccccc2/C=C2\NC(=O)N(Cc3ccc(F)cc3)C2=O)cc1 : M1AAP inhibition = 8%; UTI89 phage lysis = -1.0%; PMI inhibitors = -8%; TNAP activation fold = 1; Lipid droplet = -3; Lipid droplet cells 6.5 µM = 683; XIAP displacement = -4.7%; PMI inhibition = -8%; Siah-1 displacement = -1%; P. falciparum M17LAP = 1%

Next section
Structure	M1AAP inhibition	UTI89 phage lysis	PMI inhibitors	TNAP activation fold	Lipid droplet	Lipid droplet cells 6.5 µM	XIAP displacement	PMI inhibition	Siah-1 displacement	P. falciparum M17LAP
CSc1nc(Cc2ccccc2)cc(=O)[nH]1	2%	0.1%	-5%	1.1	3	672	-16%	-1%	9%	-1%
O=C(N1CCOCC1)N(Cc1ccccc1)c1ccccn1	10%	0.1%	-2%	1.1	.	.	-8.7%	1%	0%	0%
CCN1CC2=C(OC(N)=C(C#N)C2c2cccs2)/C(=C\c2cccs2)C1 (stereo not given)	12%	0.3%	-2%	1.1	-11	725	0.7%	6%	3%	7%
Cc1sc2ncn(CC(=O)NCCCC(=O)N3CCN(Cc4ccc5c(c4)OCO5)CC3)c(=O)c2c1C	-2%	-0.1%	-3%	1.1	5	657	-5.7%	14%	2%	39%
COc1ccc(C)cc1N=Nc1ccc(O)c2ncccc12	-8%	-0.1%	-4%	1	3	680	-4.4%	32%	-1%	-2%
COc1ccc(C2C(C#N)=C(N)OC3=C2C(=O)CC(C)C3)c(OC)c1OC (stereo not given)	3%	0.3%	5%	1.1	6	780	-2.8%	8%	1%	-12%
c1coc(CSCc2cn3cccnc3n2)c1	6%	-0.1%	8%	1.1	.	.	-4.2%	10%	-1%	11%
CC1(C)CC(=O)C2=C(C1)N(c1ccccc1)C(N)=C(C#N)C2c1ccsc1 (stereo not given)	-3%	-0.3%	12%	1.1	7	809	-5.9%	3%	2%	18%
Cc1ccc(NC(=O)C2C3C=CC4(CN(Cc5cccnc5)C(=O)C24)O3)cc1 (stereo not given)	5%	-1.1%	9%	1	-8	673	1.1%	13%	-2%	10%
COC(=O)c1ccc(NC(=S)NCC2CC2)cc1	11%	0.1%	.	1	-2	689	-6.0%	.	-6%	6%
O=C(NNS(=O)(=O)c1ccccc1)C1CCN(S(=O)(=O)c2ccc(Cl)cc2)CC1	2%	1.4%	1%	1.1	0	758	-2.5%	-2%	4%	-2%
O=C1c2cccc3c([N+](=O)[O-])ccc(c23)C(=O)N1c1nccs1	-1%	-0.3%	-45%	1.1	-1	771	1.6%	-77%	4%	12%
CCOC(=O)c1c(N)sc2c(O)c(Br)ccc12	17%	1.0%	14%	0.9	.	.	-2.0%	29%	0%	3%
CCN1CCc2nc3ccccc3c(C(=O)Nc3ccc(C#N)cc3)c2C1	13%	0.2%	-27%	1	-13	670	-1.3%	-7%	-4%	-2%
COc1cccc2sc(Nc3nc4ccc(NC(C)=O)cc4s3)nc12	5%	1.7%	-18%	.	-42	629	-8.6%	-19%	-17%	-16%
COc1cc(C(=O)NCc2nnc(SCC(=O)Nc3nc4ccc(C)cc4s3)o2)cc(OC)c1OC	11%	3.2%	5%	1.1	-6	576	-0.7%	6%	-4%	35%
Cc1cccc(-n2ncc3c(NCCc4ccc(S(N)(=O)=O)cc4)ncnc32)c1	12%	-1.6%	7%	1	.	.	-6.1%	6%	-2%	3%
O=C(CCC(=O)c1ccc(F)cc1)Nc1cccc(S(=O)(=O)Nc2cccc(Cl)c2)c1	8%	0.4%	1%	1	51*	787*	-7.8%	1%	-2%	15%
COc1cccc(/C=N/NC(=O)CNC(=O)c2ccc(S(=O)(=O)N3CCCC3)cc2)c1OC	6%	0.2%	13%	1.1	6	672	-4.2%	3%	-4%	10%
O=C(c1ccco1)c1coc2c1cc(O)c1ccccc12	9%	0.3%	8%	1.1	2	712	-7.3%	51%*	3%	-6%
Cc1nnc(NC(=O)CSc2nnc(CCc3nc4ccccc4[nH]3)n2C)s1	1%	0.5%	1%	1.2	.	.	-8.0%	4%	-2%	-10%
CC(=O)Nc1cccc(NC(=O)Nc2ccc(F)cc2F)c1	8%	0.3%	4%	1	8	680	-11%	20%	0%	15%
CC(C)N1C(=O)S/C(=C/c2ccccc2OCc2ccc(C(=O)O)cc2)C1=O	38µM*	-0.9%	-5%	1.1	13	690	-3.5%	4%	9%	43%
CNC(=S)NNC(=O)c1oc2nc(-c3ccccc3)cc(-c3ccco3)c2c1N	14%	-0.5%	.	.	-11	712	.	.	22%	-18%
Cc1sc2nc(CSc3ccccc3)nc(N3CCC(C(N)=O)CC3)c2c1C	2%	-0.9%	13%	1	-11	681	-12%	11%	5%	-17%
CCOC(=O)NNC(=O)NCCCCCCNC(=O)NNC(=O)OCC	2%	0.9%	.	.	-22	707	.	.	14%	4%
COc1cccc(/C=C/C(=O)NCc2cn3cc(Cl)ccc3n2)c1	2%	-0.3%	2%	1.1	-5	688	-4.3%	1%	3%	8%
O=C(O)CCC(=O)NNc1ncnc2ccccc12	8%	0.2%	2%	1.2	.	.	-6.3%	11%	-6%	10%
